CAL PDZ FP-1: CAL PDZ (human) peptide binding inhibition; Q9HD26; purified CAL PDZ, TMR-peptide fluorescence polarization, 1 h; inhibition, % at 24.9 µM; actives 0.92% (n = 300,000); AID 602252;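 active = mean inhibition of at least 30% with at least half of replicates also reaching 30%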;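 also: 0% = DMSO neutral control and 100% = excess unlabeled competitor peptide PRC23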
PfHsp90 set2: growth inhibition of yeast expressing Plasmodium Hsp90. S. cerevisiae expressing PfHsp90, BacTiter-Glo ATP, 48 h; yeast lacking PDR1 and PDR3 efflux regulators. actives 0.32% (n = 310,000). inhibition, % at 9.4 µM;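 active = every replicate shows inhibition above about 80%, whatever the replicate mean, limit read from the data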;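 also: 0% = DMSO neutral controls and 100% = 20 µM radicicol positive controls; yeast relying on Plasmodium falciparum Hsp90 in place of its own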
SR-BI DiI inh: blocks mouse SR-BI lipid uptake from DiI-HDL | ldlA[mSR-BI] CHO cells, DiI-HDL uptake fluorescence, 3 h | inhibition, % at 12.5 µM | actives 0.96% (n = 320,000) | AID 488896;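 active = mean replicate inhibition of at least 70% and a set share of replicates each scoring 70 or more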;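 also: 0% = median of neutral control wells and 100% = median of positive control wells; values of inactives mirror those of a sister screen read the other way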
MITF act: increases MITF-driven TRPM1 promoter luciferase signal | actives 0.75% (n = 300,000) | AID 588334 | SK-MEL-5 TRPM1-promoter luciferase, 24 h; % of positive control, neutral wells = 0 | activation, % at 12.5 µM;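 active = mean activation of at least 80% with every replicate also reaching 80%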;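 also: 0% = neutral control wells and 100% = parthenolide positive control wells; values of inactives mirror those of a sister screen read the other way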
PvdQ inh: P. aeruginosa PvdQ acylase inhibition. purified PvdQ acylase, fluorescence plate reader. inhibition, % at 10 µM. actives 0.063% (n = 340,000). AID 488965; in the data active = inhibition above about 30%, passing the limit was not always enough;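 also: 0% = vehicle neutral wells and 100% = reference inhibitor wells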
CAL PDZ FP-2: blocks peptide binding to human CAL PDZ domain; purified CAL PDZ, TMR-peptide fluorescence polarization, 1 h; inhibition, % at 20 µM; actives 0.02% (n = 330,000); AID 504414;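 active = highest replicate inhibition of at least 40%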;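 also: plate controls were DMSO neutral control wells for no effect and unlabeled competitor peptide control wells for full effect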
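Test system: purified CerCALP PDZ construct; Compound dosing: one concentration, 20 µM compound; Also added: TMR-labelled reporter peptide T*-PRC34 bound in PDZ groove; Read-out: inhibition from polarization loss; Controls: unlabelled peptide and DMSO controls; Signal: FP readout, S and P plane fluorescence; Incubation: 1 h at RT.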
NSD2 inh: NSD2 (human) methyltransferase inhibition. O96028. NSD2 peptide methylation, AlphaScreen, 120 min. inhibition, % at 12.5 µM. actives 0.54% (n = 310,000). AID 743445; in the data active = inhibition above about 50%
SR-BI DiI-HDL act: enhances SR-BI lipid uptake from DiI-HDL. CHO ldlA[mSR-BI] cells, DiI-HDL uptake fluorescence, 3 h; 100 = double the neutral-control signal. activation, % at 12.5 µM. actives 0.096% (n = 320,000). AID 504775;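 active = mean replicate activation of at least 60% and every replicate at or above 60%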;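 also: 0% = median plate neutral-control signal and 100% = twice that signal; values of inactives mirror those of a sister screen read the other way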
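Material: SR-BI-overexpressing, LDLR-lacking CHO cells | Dosing: Single compound concentration, delivered by pin transfer | Probe or stimulus: Labelled HDL, 10 µg/mL | Signal: Bottom-read cell fluorescence after medium removal, ex 550/em 595 nm | Schedule: 3 h, 37 °C | Evaluation: HDL uptake via cellular fluorescence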
dFosB activator: activators of mouse delta FosB homodimer. purified delta FosB, TAMRA-CDK5 oligo fluorescence polarization; percent of positive-control signal above neutral wells. activation, % at 25 µM. actives 0.99% (n = 340,000). P13346;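 active = mean activation above about 17%, with every replicate also reaching it, limit read from the data, passing the limit was not always enough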;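 also: fluorescence polarization rise as delta FosB binds a TAMRA Cdk5 AP-1 oligo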
Target sequence (P13346 whole entry, looked up): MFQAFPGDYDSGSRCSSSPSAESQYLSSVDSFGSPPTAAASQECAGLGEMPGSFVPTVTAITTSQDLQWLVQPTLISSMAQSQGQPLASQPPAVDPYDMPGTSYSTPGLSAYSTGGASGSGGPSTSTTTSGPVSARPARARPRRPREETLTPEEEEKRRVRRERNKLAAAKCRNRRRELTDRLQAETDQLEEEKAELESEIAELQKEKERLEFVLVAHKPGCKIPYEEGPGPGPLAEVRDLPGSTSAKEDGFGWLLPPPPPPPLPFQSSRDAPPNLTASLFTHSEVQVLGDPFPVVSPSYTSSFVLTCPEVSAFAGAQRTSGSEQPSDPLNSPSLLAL
Rtt109 Vps75: blocks Candida albicans Rtt109/Vps75 acetyltransferase activity. purified Rtt109/Vps75, ThioGlo CoA-SH fluorescence, 4 h. actives 0.16% (n = 330,000). inhibition, % at 34.9 µM. Q5AAJ8;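 active = inhibition of at least 50% in every replicate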
Target sequence (Q5AAJ8 whole entry, looked up): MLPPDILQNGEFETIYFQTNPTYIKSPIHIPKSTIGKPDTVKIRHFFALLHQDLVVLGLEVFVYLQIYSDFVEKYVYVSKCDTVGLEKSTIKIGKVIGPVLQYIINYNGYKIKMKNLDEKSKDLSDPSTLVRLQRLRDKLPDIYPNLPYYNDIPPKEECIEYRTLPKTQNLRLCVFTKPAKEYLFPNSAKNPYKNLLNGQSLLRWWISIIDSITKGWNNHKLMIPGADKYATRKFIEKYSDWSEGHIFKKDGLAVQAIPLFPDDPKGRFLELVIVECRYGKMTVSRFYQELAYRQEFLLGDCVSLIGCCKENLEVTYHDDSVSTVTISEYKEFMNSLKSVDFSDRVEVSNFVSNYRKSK
Numbers without * were called inactive; . = no result given.

SMILES	CAL PDZ FP-1	PfHsp90 set2	SR-BI DiI inh	MITF act	PvdQ inh	CAL PDZ FP-2	NSD2 inh	SR-BI DiI-HDL act	dFosB activator	Rtt109 Vps75
Oc1ccc(Br)cc1/C=N/n1c(C2CCCCC2)n[nH]c1=S	-4	-16	-4	-1	-3	-1.9	3	4	-9	5
CC1CCN(C(=O)COC(=O)/C=C/c2ccc([N+](=O)[O-])cc2)CC1	1	20	-7	-10	-6	-0.6	-1	7	9	1
CC1(C)COC(c2cccn2Cc2ccccc2Cl)=N1	-4	25	0	-3	6	-0.9	-6	0	4	7
O=C(C1CC(=O)N(c2ccc(F)cc2)C1)N1CCC(c2nc3ccccc3[nH]2)CC1 (configuration not stated)	-2	4	1	-15	-1	-1.9	0	-1	-4	-2
O=C(O)C1CCCCC1C(=O)Nc1ccc(F)cc1F (configuration not stated)	-1	38	-20	9	-11	-1.6	-3	20	4	-22
O=C(Nc1cccc(NC(=O)c2cccs2)c1)c1ccc(Br)cc1	-5	1	39	.	6	0.0	.	-39	-3	13
Cc1ccc2cc(C#N)c(NCc3ccccc3)nc2c1	-3	.	14	-3	-10	-1.2	.	-14	0	-10
O=C(COC(=O)c1nc(Cl)c(Cl)c(Cl)c1Cl)NCc1ccccc1	-2	.	-21	-48	7	-0.8	-2	21	-9	11
CCN1C(=O)S/C(=C/c2ccsc2)C1=O	-3	-7	-12	38	6	-1.2	0	12	6	-11
CCOC(=O)C1CCCN(c2c(NCCc3ccc(S(N)(=O)=O)cc3)c(=O)c2=O)C1 (configuration not stated)	-3	-9	-8	.	-7	-0.4	.	8	-4	4

Overlap with the part before: 3 entries; new compounds follow.
SMILES	CAL PDZ FP-1	PfHsp90 set2	SR-BI DiI inh	MITF act	PvdQ inh	CAL PDZ FP-2	NSD2 inh	SR-BI DiI-HDL act	dFosB activator	Rtt109 Vps75
O=C(COC(=O)c1nc(Cl)c(Cl)c(Cl)c1Cl)NCc1ccccc1	-2	.	-21	-48	7	-0.8	-2	21	-9	11
CCN1C(=O)S/C(=C/c2ccsc2)C1=O	-3	-7	-12	38	6	-1.2	0	12	6	-11
CCOC(=O)C1CCCN(c2c(NCCc3ccc(S(N)(=O)=O)cc3)c(=O)c2=O)C1 (configuration not stated)	-3	-9	-8	.	-7	-0.4	.	8	-4	4
CCc1ccc(C(=O)c2oc3nc(C)cc(C)c3c2N)cc1	.	21	1	20	-1	-1.5	-13	-1	-5	13
CC(NC(=O)C1CCCN(S(=O)(=O)c2cccs2)C1)c1ccccc1 (configuration not stated)	-2	-9	15	.	-2	-0.6	.	-15	-3	-21
CC(C)S(=O)(=O)c1csc(C(=O)NN)c1-n1cccc1	-3	13	-24	7	-11	-1.0	-2	24	-2	0
Cc1ccc(CNCC(O)(c2ccccc2)c2ccc(F)cc2)cc1 (configuration not stated)	1	68	-39	.	-12	0.5	-4	39	0	9
CC(C)Oc1ccc(S(=O)(=O)N2CCCCC2)cc1NC(=O)CN1C(=O)NC(C)(c2ccccc2)C1=O (configuration not stated)	-1	-14	-1	-5	-4	-1.9	3	1	-9	21
COCCCNC(=O)CCc1c(C)c2cc3c(C)coc3cc2oc1=O	-1	14	23	4	-7	-0.6	-3	-23	-5	0
Cc1cc(Br)ccc1NC(=O)CN(C)C(=O)c1cc([N+](=O)[O-])ccc1N1CCOCC1	-4	6	5	-5	1	-3.1	3	-5	-12	-1
CNC(=O)c1nnn(Cc2ccccc2)c1NC(C)=O	-3	-18	-32	.	-4	29	-1	32	-1	1
Cc1ccc(NC(=O)C2CCN(S(=O)(=O)c3c(C)n[nH]c3C)CC2)c(C)c1	-2	42	.	3	-14	-3.3	5	.	-6	-13
CCOC(=O)C1CCN(C(=O)c2c(-c3ccccc3)noc2C)CC1	2	-3	-3	-6	9	-23	.	3	-8	-8
CC(Oc1ccccc1)C(=O)N1CCN=C1SCc1cccc(F)c1 (configuration not stated)	-3	4	-11	-3	-5	-0.5	-5	11	-9	2
CC(CN1CCCCC1)OC(=O)c1ccc(Cl)cc1Cl (configuration not stated)	-4	-11	-5	11	21	-2.2	1	5	2	-6
Cc1cc(C)n(CC(=O)NCc2ccccc2)c(=O)c1C#N	-3	-16	-25	.	6	-0.8	0	25	6	0
Cc1cc2cc(CNC(=O)c3ccc(S(=O)(=O)N4CCCCC4)cc3)ccc2[nH]1	-2	-10	31	3	-12	0.4	.	-31	3	-4
CN(Cc1ccccc1)C(=O)c1cccc(C(=O)N(C)Cc2ccccc2)c1	3	3	.	2	-20	-2.3	1	.	-5	-9
COc1ccc(S(=O)(=O)NCCCN2CCOCC2)c2ccccc12	-1	13	1	-11	-10	-2.0	0	-1	-19	9
COc1ccc(CCN2CC(C(=O)Nc3ccc(S(C)(=O)=O)cc3)CC2=O)cc1OC (configuration not stated)	-5	16	-13	-8	8	-1.9	1	13	-4	-10
CCOC(=O)c1c(C)[nH]c(C)c1S(=O)(=O)N(C)CC(=O)N1CCN(c2ccc(OC)cc2)CC1	7	11	6	5	-2	-2.2	5	-6	-1	-1
O=C(CN1C(=O)/C(=C/c2cccc(Br)c2)SC1=S)NC1=NCCS1	0	7	2	-13	7	-5.3	-1	-2	5	-8
CCNC(=O)Nc1ccc(-n2nc(C)c(C(=O)OCC)c2C)nc1	4	-71	65	9	-8	-4.4	-2	-65	-5	-3
CC(C)(C)NC(=O)CN(C(=O)CCC(=O)Nc1nccs1)c1ccc2c(c1)OCCO2	0	15	-1	-1	-13	0.6	-6	1	-15	6
COc1ccc(-n2c(=S)[nH]c3ncccc3c2=O)cc1	.	-3	.	-1	-9	-1.3	-3	.	7	-4
O=C1CSC(c2ccccc2)N1Cc1ccccc1 (configuration not stated)	-5	12	-6	.	-3	0.7	-1	6	-1	-1
Cc1ccc(S(=O)(=O)N2CCCCC2)cc1C(=O)NCCN1CCOCC1	-4	.	9	17	-19	-1.7	-1	-9	1	-1
Cn1c(Nn2cnnc2)nc2ccccc21	3	17	-2	1	-19	-0.5	-3	2	7	-9
CCCOc1ccc(/C(O)=C2/C(=O)C(=O)N(CCN(C)C)C2c2ccco2)cc1 (configuration not stated)	3	6	3	19	-1	-1.9	2	-3	1	-2
COc1ccc2c(C)nc(N/C(N)=N/S(=O)(=O)c3ccc(C)cc3)nc2c1	1	10	15	7	5	0.2	2	-15	-5	4
O=C(CNC(=O)c1cccc([N+](=O)[O-])c1)OCCCC(=O)c1ccc(F)cc1	-2	-8	-8	-3	-8	-0.4	-1	8	-4	5
Cc1cc2cc(C)c(NCCNC(=O)c3ccccc3Cl)nc2cc1C	4	18	-9	9	6	-0.5	0	9	-12	16
Cc1cc(C)cc(C(=O)O/N=C(\N)c2ccc(Br)cc2)c1	.	-10	16	21	-4	0.4	-1	-16	-1	2

By substructure, those above containing a furan ring, fused or not.
SMILES	CAL PDZ FP-1	PfHsp90 set2	SR-BI DiI inh	MITF act	PvdQ inh	CAL PDZ FP-2	NSD2 inh	SR-BI DiI-HDL act	dFosB activator	Rtt109 Vps75
CCc1ccc(C(=O)c2oc3nc(C)cc(C)c3c2N)cc1	.	21	1	20	-1	-1.5	-13	-1	-5	13
COCCCNC(=O)CCc1c(C)c2cc3c(C)coc3cc2oc1=O	-1	14	23	4	-7	-0.6	-3	-23	-5	0
CCCOc1ccc(/C(O)=C2/C(=O)C(=O)N(CCN(C)C)C2c2ccco2)cc1 (configuration not stated)	3	6	3	19	-1	-1.9	2	-3	1	-2

The listing continues.
SMILES	CAL PDZ FP-1	PfHsp90 set2	SR-BI DiI inh	MITF act	PvdQ inh	CAL PDZ FP-2	NSD2 inh	SR-BI DiI-HDL act	dFosB activator	Rtt109 Vps75
CCc1ccc2nc(NC(=O)C3CSC4(C)CCC(=O)N34)sc2c1 (configuration not stated)	.	-9	11	49	-8	-1.5	5	-11	-14	5
O=C(NCCC1CCCC1)C1CCC(=O)N(CCCN2CCCC2=O)C1 (configuration not stated)	-5	-1	7	.	9	0.1	0	-7	4	0
Cc1nc2ccc(CCO)cc2s1	8	.	-28	.	-10	0.2	-4	28	-3	5
COc1ccc(C)cc1NC(=O)CN1C(=O)C2CC=CCC2C1=O (configuration not stated)	-2	2	-3	4	-15	-0.6	-2	3	7	3
COC(=O)N/N=C/c1ccc(OS(=O)(=O)c2ccc(C)cc2)c(OC)c1	-2	-8	.	0	-4	-2.8	-2	.	-17	2
CCCc1[nH]n(-c2nc3ccccc3s2)c(=O)c1C=NCC1CCCO1 (configuration not stated)	-6	.	9	18	13	-1.3	23	-9	-15	-3
O=[N+]([O-])c1ccc2c(c1)/C(=N\O)c1ccccc1-2	-2	-49	-13	1	-40	0.7	1	13	27*	-15
CCN(CC)Cc1cc(C(C)=O)ccc1O	5	.	-19	-5	4	0.7	22	19	2	3
Cc1ccc(NC(=S)Nc2ccc3[nH]c(=O)[nH]c3c2)cc1C	-2	5	.	7	4	-0.5	1	.	1	2
Cc1cccc(-n2c(=O)c3c(C)c(C)sc3n(CC(N)=O)c2=O)c1	-1	1	.	-1	-11	4.4	-242	.	-8	-2
C/C(Cl)=C/Cn1c(SCc2ccc(Cl)cc2)nc2c1c(=O)[nH]c(=O)n2C	.	-16	-17	.	9	-0.9	-3	17	0	-8
Cc1ccc(-c2c3c(=O)n(C)c(=O)n(C)c3cn2-n2cnnc2)cc1	16	-2	1	4	16	-0.2	1	-1	-3	9
